D2 agonist: activates the human D2 dopamine receptor; P14416; HEK293 T-REx D2 cells, calcium flux agonist mode; activation, % at 2 µM; 0.53% of 340,000 active;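 active means activation over 3 SD above normal in the single-dose calcium agonist read, cut at about 30% in these data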; further: 0% is about no effect
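Tetracycline-induced HEK293 Trex cells with D2 receptor force-coupled to calcium signaling, plated overnight at 30 C and loaded with no-wash calcium dye. Calcium flux read kinetically for 180 s after compound addition; responses flag agonists.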
D1 PAM: potentiators of human D1 dopamine receptor; P21728; HEK293 TREx D1 cells, calcium flux, dopamine EC20 potentiation; potentiation, % at 10 µM; 0.036% of 360,000 active; AID 504651; in the data active means potentiation above about 30%; further: 0% is about no effect
Target sequence (P21728 whole entry, looked up): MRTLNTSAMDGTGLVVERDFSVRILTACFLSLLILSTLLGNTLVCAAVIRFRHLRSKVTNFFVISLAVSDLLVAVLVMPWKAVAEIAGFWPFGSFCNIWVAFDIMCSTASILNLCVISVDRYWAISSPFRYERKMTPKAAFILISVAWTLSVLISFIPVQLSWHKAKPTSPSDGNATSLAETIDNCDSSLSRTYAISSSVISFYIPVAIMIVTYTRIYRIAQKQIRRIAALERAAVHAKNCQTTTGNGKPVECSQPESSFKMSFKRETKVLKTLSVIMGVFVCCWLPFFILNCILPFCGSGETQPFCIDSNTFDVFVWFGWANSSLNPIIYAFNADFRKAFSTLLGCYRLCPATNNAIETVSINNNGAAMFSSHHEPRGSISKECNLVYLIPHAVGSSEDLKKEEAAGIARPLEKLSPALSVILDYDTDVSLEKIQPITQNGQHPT
RXFP1 antag: antagonists of human relaxin receptor RXFP1; Q9HBX9; HEK293-RXFP1, relaxin-stimulated cAMP HTRF, 30 min; active compounds read low; activity change, negative = inhibition, % at 57.5 µM; 0.59% of 350,000 active;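 active means activity change of -60% or lower, but not beyond a set lower limit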; further: on the % scale 0 is the no-effect control and ±100 the full control effect
TRHR PAM: allosteric enhancers of human TRH receptor; enhancement, % at 2 µM; AID 493056; TRHR cells, fluo-8 calcium fluorescence, EC20 TRH enhancement; 0.66% of 360,000 active; in the data active means enhancement above about 30%; further: 0% is about no effect
Target sequence (P34981 whole entry, looked up): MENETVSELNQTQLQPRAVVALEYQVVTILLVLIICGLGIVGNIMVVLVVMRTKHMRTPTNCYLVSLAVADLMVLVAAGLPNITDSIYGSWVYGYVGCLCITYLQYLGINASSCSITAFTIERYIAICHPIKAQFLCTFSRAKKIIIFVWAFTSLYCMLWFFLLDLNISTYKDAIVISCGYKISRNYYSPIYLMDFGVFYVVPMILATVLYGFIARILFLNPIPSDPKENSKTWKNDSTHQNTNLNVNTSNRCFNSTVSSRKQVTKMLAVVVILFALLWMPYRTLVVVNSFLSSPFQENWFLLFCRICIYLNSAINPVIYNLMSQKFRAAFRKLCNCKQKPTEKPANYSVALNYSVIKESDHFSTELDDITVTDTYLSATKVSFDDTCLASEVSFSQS
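TRHR-expressing cells loaded with fluo-8 calcium dye were read kinetically (ex 480/em 530) during compound addition, then stimulated with an EC20 of TRH (10 nM final). Enhancement of the Gq-mediated intracellular calcium response was scored.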
D2 antagonist: D2 dopamine receptor (human) antagonism; AID 485344; 2% of 340,000 active; inhibition, % at 10 µM; HEK293 TREx D2 cells, calcium flux, dopamine EC80; in the data active means inhibition above about 30%; further: 0% is about no effect
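Calcium flux kinetic readout in an inducible HEK293 TREx D2 line plated overnight at 30 C. After 180 s compound exposure, an EC80 dopamine challenge follows with another 180 s kinetic read to detect antagonism.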
D1 ag: agonists of human D1 dopamine receptor | HEK293 T-REx D1 cells, calcium flux, agonist mode | activation, % at 2 µM | 1% of 360,000 active; further: 0% is about no effect
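Inducible HEK293 T-REx D1 cells, force-coupled to calcium signalling, were plated at 4000 cells/well with tetracycline and held overnight at 30 C. After no-wash calcium dye loading, compound-evoked calcium rise over 180 s flagged agonists.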
D2 potentiator: positively modulates the human D2 dopamine receptor allosterically; P14416; HEK293 T-REx D2, calcium flux, EC20 dopamine potentiation; potentiation, % at 10 µM; 0.34% of 340,000 active; AID 485347;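 active means potentiation over 3 SD above the plate norm, cut at about 30% in these data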; further: 0% is about no effect
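Primary screen. Calcium kinetics in induced HEK293 T-REx D2 cells: compound pre-addition 180 s, EC20 dopamine, 180 s more.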
D1 antagonist: blocks dopamine activation of the human D1 receptor; 3.2% of 360,000 active; HEK293 TREx D1 cells, calcium flux, dopamine EC80; active compounds read low; P21728; activity change, negative = inhibition, % at 10 µM; in the data active means activity change below about -30%; further: on the % scale 0 is the no-effect control and ±100 the full control effect
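Kinetic fluorescence of a calcium dye serves as the read-out. D1-expressing Hek293 Trex cells, induced overnight at 30 C, are exposed to compound for 180 s before an EC80 dopamine addition, then read 180 s further.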
TRHR agonist: agonists of human TRH receptor; TRHR cells, calcium flux fluo-8, FDSS agonist mode; 0.18% of 360,000 active; activation, % at 2 µM; P34981; further: 0% is about no effect
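Steps: seed TRHR cells overnight; add fluo-8 no-wash Ca dye, RT 30 min–1.5 h; record 10 s baseline; pin-transfer compounds; monitor fluorescence 1 cycle/s for the agonist window. Calcium increases flag candidate agonists.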
Active calls of the source: *; & = joins results of further samples. Unless noted, no stated cut-off is given here; in the data, active means activation above about 30%; inactive means the rest.

`Cc1cc(C(=O)N2CCOCC2)ccc1[N+](=O)[O-]` gave D2 agonist -0.6, D1 PAM 3, RXFP1 antag 12, TRHR PAM -9, D2 antagonist -4, D1 ag 0, D2 potentiator -10, D1 antagonist 8 and TRHR agonist 0.3.
For COC(=O)N/N=C/c1ccc(-c2ccccc2Cl)o1 the results were D2 agonist -0.4, D1 PAM -7, RXFP1 antag -6, TRHR PAM 0, D2 antagonist -18, D1 ag 1, D2 potentiator -8, D1 antagonist -14 and TRHR agonist -0.6.
Screening Cc1ccc(C)c(N(CC(=O)NC2CCCCC2)C(=O)CNC(=O)c2ccco2)c1 returned D2 agonist 0.4, D1 PAM -7, RXFP1 antag 14, TRHR PAM 24, D2 antagonist -28, D1 ag 1, D2 potentiator 14, D1 antagonist 17 and TRHR agonist -0.3.
For Cc1nc2sc(C(c3cccs3)N3CCOCC3)c(O)n2n1 (configuration not stated) the results were D2 agonist 0.5, D1 PAM 8, RXFP1 antag 2, TRHR PAM 3, D2 antagonist -5, D1 ag 2, D2 potentiator -2, D1 antagonist -15 and TRHR agonist -0.3.
For CN(C)c1ncc(S(=O)(=O)c2ccccc2)c(=O)[nH]1 the results were D2 agonist -0.3, D1 PAM -5, RXFP1 antag 5, TRHR PAM -3, D2 antagonist -8, D1 ag 2, D2 potentiator 8, D1 antagonist -1 and TRHR agonist -0.4.
For O=C(O)/C=C/C(=O)N1CCN(Cc2ccc3c(c2)OCO3)CC1 the results were D2 agonist 0.7, D1 PAM -8, RXFP1 antag -3, TRHR PAM -1, D2 antagonist -17, D1 ag 2, D2 potentiator -9, D1 antagonist 4 and TRHR agonist 0.7.
For N#C/C(=C\c1cccs1)C(=O)N1CCOCC1 the results were D2 agonist 0.7, D1 PAM 0, RXFP1 antag -3, TRHR PAM 0, D2 antagonist 23, D1 ag 3, D2 potentiator 2, D1 antagonist -5 and TRHR agonist 0.1.
CCCc1nnc(NS(=O)(=O)c2ccc(OC)cc2)s1 was read as D2 agonist 0.9, D1 PAM -5, RXFP1 antag -12, TRHR PAM 1, D2 antagonist -4, D1 ag 2, D2 potentiator 4, D1 antagonist 11 and TRHR agonist 1.4.
Cc1nc(CNS(=O)(=O)c2cc(C)c(C)cc2C)cs1 was read as D2 agonist -1.3, D1 PAM 7, RXFP1 antag -6, TRHR PAM 4, D2 antagonist 5, D1 ag 0, D2 potentiator 16, D1 antagonist 2 and TRHR agonist -1.6.
COc1ccc(NC(=O)c2oc3ccc4c(c3c2C)C(=O)CC(C)(C)O4)cc1OC was read as D2 agonist -1.4, D1 PAM -7, TRHR PAM 17, D1 ag 1, D2 potentiator 1, D1 antagonist -15 and TRHR agonist -0.3.
Screening CCN(C(=O)COC(=O)/C=C/c1ccccc1Cl)c1c(N)n(Cc2ccccc2)c(=O)[nH]c1=O returned D2 agonist 1.0, D1 PAM 2, RXFP1 antag -6, TRHR PAM 52*, D2 antagonist 7, D1 ag 1, D2 potentiator 10, D1 antagonist 4 and TRHR agonist 0.6.
`CC(=O)Nc1cccc(-c2csc(NCc3ccco3)n2)c1` gave D2 agonist 0.2, D1 PAM -5, RXFP1 antag -4, TRHR PAM -2, D2 antagonist -11, D1 ag 1, D2 potentiator -6, D1 antagonist 5 and TRHR agonist 0.1.
`O=C(CSc1nc(-c2ccccc2)cc(=O)[nH]1)Nc1ccccn1` gave D2 agonist -1.3, D1 PAM 2, RXFP1 antag -5, TRHR PAM -5, D2 antagonist 9, D1 ag -1, D2 potentiator 2, D1 antagonist -23 and TRHR agonist -0.1.
For O=C(Nc1ccccc1)/C(=C\c1ccccc1)NC(=O)c1ccco1 the results were D2 agonist -0.7, D1 PAM 3, RXFP1 antag -9, TRHR PAM 17, D2 antagonist -4, D1 ag 4, D2 potentiator 6, D1 antagonist 7 and TRHR agonist -0.2.
Screening CCc1cc(C(=O)NN2C(=O)NC3(CCCCC3)C2=O)sc1C returned D2 agonist 0.2, RXFP1 antag -1, TRHR PAM -3, D2 antagonist 1, D1 ag 1, D2 potentiator 4, D1 antagonist 6 and TRHR agonist -0.2.
`N/C(CCS(=O)(=O)c1ccc(Cl)cc1)=N\OC(=O)c1ccccc1Cl` gave D2 agonist 0.9, D1 PAM -2, RXFP1 antag -18, TRHR PAM -2, D2 antagonist 6, D1 ag 3, D2 potentiator -7, D1 antagonist -3 and TRHR agonist -1.7.
Screening CCN1CCN(c2oc(/C=C/c3cc(OC)c(OC)c(OC)c3)nc2C#N)CC1 returned D2 agonist 1.1, D1 PAM 2, RXFP1 antag -1, TRHR PAM -6, D1 ag 1, D2 potentiator -5, D1 antagonist -1 and TRHR agonist 0.1.
Screening Cc1[nH]c2ccccc2c1/C=C/c1nc2ccccc2c(=O)n1-c1cccc([N+](=O)[O-])c1 returned D2 agonist 0.6, D1 PAM -10, RXFP1 antag -10, TRHR PAM 0, D2 antagonist -11, D1 ag -1, D2 potentiator -3, D1 antagonist -37* and TRHR agonist -0.6.
`CC(C)(C)OC(=O)N[C@H](C(=O)OC(C)(C)C)c1ccccc1` gave D2 agonist -0.7, D1 PAM -3, TRHR PAM -5, D2 antagonist -4, D1 ag -5, D2 potentiator -11 and TRHR agonist -0.1.
COc1cc(OC)c(NC(=O)N2CCN3CCCCC3C2)cc1Cl (configuration not stated) was read as D2 agonist 0.6, D1 PAM -1, RXFP1 antag -6, TRHR PAM 0, D1 ag 1, D2 potentiator -3, D1 antagonist 2 and TRHR agonist 0.4.

Next part; the last two above are carried over.
`CC(C)(C)OC(=O)N[C@H](C(=O)OC(C)(C)C)c1ccccc1` gave D2 agonist -0.7, D1 PAM -3, TRHR PAM -5, D2 antagonist -4, D1 ag -5, D2 potentiator -11 and TRHR agonist -0.1.
COc1cc(OC)c(NC(=O)N2CCN3CCCCC3C2)cc1Cl (configuration not stated) was read as D2 agonist 0.6, D1 PAM -1, RXFP1 antag -6, TRHR PAM 0, D1 ag 1, D2 potentiator -3, D1 antagonist 2 and TRHR agonist 0.4.
Cc1cccnc1NCc1ccc(O)c2ncccc12 was read as D2 agonist 0.2, D1 PAM 1, RXFP1 antag -19, TRHR PAM 11, D2 antagonist -9, D1 ag 4, D2 potentiator 5, D1 antagonist 4 and TRHR agonist -1.2.
COc1cc(CCC(=O)N2CCN(S(=O)(=O)c3ccc(C)cc3)CC2)cc(OC)c1OC was read as D2 agonist -0.6, D1 PAM -7, RXFP1 antag -36, TRHR PAM 16, D2 antagonist 20, D1 ag 1, D2 potentiator 7, D1 antagonist -3 and TRHR agonist 0.1.
Nn1c(SCc2cn3ccccc3n2)nnc1-c1ccncc1 was read as D2 agonist 0.6, D1 PAM 0, RXFP1 antag -6, TRHR PAM -2, D2 antagonist 9, D1 ag 2, D2 potentiator 11, D1 antagonist -7 and TRHR agonist 0.0.
Screening COc1cc(NC(=O)NCCN2CCN(c3ccc(Cl)cc3)CC2)ccc1C returned D2 agonist 1.1, D1 PAM -7, RXFP1 antag -13, TRHR PAM 2, D2 antagonist 8, D1 ag 64*, D2 potentiator -20, D1 antagonist -18 and TRHR agonist 5.0.
Screening COc1cccc(CNC(=O)CCn2c(=O)c3cccn3c3cccnc32)c1 returned D2 agonist -0.4&-0.7, D1 PAM -2&-3, RXFP1 antag 8&-16, TRHR PAM -1&-3, D2 antagonist -9, D1 ag 2&0, D2 potentiator -6&-6, D1 antagonist -1&-10 and TRHR agonist -0.1&-0.5.
COc1ccc(CC2(CO)CCN(Cc3ccc(NC(C)=O)cc3)CC2)cc1 was read as D2 agonist 0.2, D1 PAM 2, RXFP1 antag -6, TRHR PAM 0, D2 antagonist 0, D1 ag 1, D2 potentiator -12, D1 antagonist 6 and TRHR agonist 0.8.
For CC(C)(C)SCCNS(=O)(=O)c1ccccc1 the results were D2 agonist 0.4, D1 PAM -10, RXFP1 antag 3, TRHR PAM 1, D2 antagonist 10, D1 ag 6, D2 potentiator 0, D1 antagonist -3 and TRHR agonist -0.9.
Screening COc1ccc(OCc2nnc3n2N=C(c2ccc(OC)cc2)CS3)cc1 returned D2 agonist -2.3, D1 PAM -2, RXFP1 antag -28, TRHR PAM 4, D2 antagonist -21, D1 ag 4, D2 potentiator 3, D1 antagonist 0 and TRHR agonist -0.1.
For COC(=O)c1cn(NC(=O)/C=C/c2cccc(OC)c2OC)c(=O)c2ccccc12 the results were D2 agonist 0.1, D1 PAM -7, TRHR PAM -2, D2 antagonist 10, D1 ag 1, D2 potentiator -36, D1 antagonist 1 and TRHR agonist -0.4.
For CCN(CC)S(=O)(=O)c1cc(C(=O)OCC(=O)Nc2ccc(-c3nc4ccc(C)cc4s3)cc2)ccc1F the results were D2 agonist 0.9, D1 PAM 6, RXFP1 antag 16, TRHR PAM 0, D2 antagonist -2, D1 ag 3, D2 potentiator -17, D1 antagonist -19 and TRHR agonist 1.3.

3 compounds picked at random from the list so far:
COc1cc(CCC(=O)N2CCN(S(=O)(=O)c3ccc(C)cc3)CC2)cc(OC)c1OC was read as D2 agonist -0.6, D1 PAM -7, RXFP1 antag -36, TRHR PAM 16, D2 antagonist 20, D1 ag 1, D2 potentiator 7, D1 antagonist -3 and TRHR agonist 0.1.
Screening COc1cc(NC(=O)NCCN2CCN(c3ccc(Cl)cc3)CC2)ccc1C returned D2 agonist 1.1, D1 PAM -7, RXFP1 antag -13, TRHR PAM 2, D2 antagonist 8, D1 ag 64*, D2 potentiator -20, D1 antagonist -18 and TRHR agonist 5.0.
Screening COc1ccc(OCc2nnc3n2N=C(c2ccc(OC)cc2)CS3)cc1 returned D2 agonist -2.3, D1 PAM -2, RXFP1 antag -28, TRHR PAM 4, D2 antagonist -21, D1 ag 4, D2 potentiator 3, D1 antagonist 0 and TRHR agonist -0.1.

Further structures
For COc1ccc(CSCC(=O)N/N=C/c2ccccc2OCc2ccccc2)cc1 the results were D2 agonist 0.0, D1 PAM -11, RXFP1 antag 3, TRHR PAM -3, D2 antagonist 16, D1 ag 10, D2 potentiator -7, D1 antagonist 2 and TRHR agonist 1.0.
O=C(COc1ncnc2sccc12)NC1CCCc2ccccc21 (configuration not stated) was read as D2 agonist 0.0, D1 PAM -4, RXFP1 antag 12, TRHR PAM 7, D2 antagonist -13, D1 ag 2, D2 potentiator 1, D1 antagonist 2 and TRHR agonist 0.3.
For Cc1ccc(-c2nnn(CC(=O)NCCc3ccc4c(c3)OCO4)n2)o1 the results were D2 agonist 0.4, D1 PAM -2, RXFP1 antag -3, TRHR PAM 2, D2 antagonist 3, D1 ag 1, D2 potentiator 21, D1 antagonist -16 and TRHR agonist -0.9.
For CSCCC(NC(=O)c1ccc([N+](=O)[O-])cc1Cl)C(=O)OCC(=O)NC1CCCC(C)C1C (configuration not stated) the results were D2 agonist 2.0, D1 PAM 0, RXFP1 antag 1, TRHR PAM -1, D2 antagonist -1, D1 ag 0, D2 potentiator 24, D1 antagonist -17 and TRHR agonist 0.6.
`S=C(NCc1ccccn1)Nc1ccc(Cl)cc1` gave D1 PAM -1, RXFP1 antag 2, TRHR PAM 18, D1 ag 8, D1 antagonist -13 and TRHR agonist -0.3.
O=C(O)CCS(=O)(=O)Cc1ccccc1Cl was read as D2 agonist 1.3, D1 PAM -2, RXFP1 antag -10, TRHR PAM 3, D2 antagonist 1, D1 ag 0, D2 potentiator 8, D1 antagonist 1 and TRHR agonist 0.8.
COc1ccc(NS(=O)(=O)c2cccc3nonc23)c(OC)c1 was read as D1 PAM -4, TRHR PAM 2, D1 ag 2, D1 antagonist -6 and TRHR agonist 0.0.
